ALOX12 inhib – 12-hLO (ALOX12) enzyme inhibition. P18054. purified 12-hLO, xylenol orange hydroperoxide absorbance. Potency, µM (titrated, usually from 57.1 µM), inactives show at the top dose activity change, negative = inhibition, actives largely listed as inhibitors. 150,000 tested, 0.12% active. AID 1452; further: potency means the concentration at half of the fitted maximal effect; nearly all actives have a fitted effect of over 55% in size; many of its hits are not listed in these tables
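Hydroperoxide output read as Fe(III)-xylenol orange absorbance, 573-to-405 nm ratio, after 30 min reaction with 40 uM arachidonic acid. Enzyme: 150 nM purified human 12hLO, 15 min compound preincubation; 25 mM Hepes pH 7.0, room temperature.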
IMPase inh – IMPase inhibition in cells; P97697; CHO-M1 cells, IP1 accumulation, HTRF TR-FRET ratio; inhibition (IP1 accumulation), % at 46.1 µM; 120,000 tested, under 10 active; AID 901; active means well fitted curve in the direction sought with a large enough effect in the signal ratio, not every such curve was filed as active; inconclusive means small, poorly fitted or top-dose-only effect, or a change in a side signal; inactive means no such curve, though single readings can be large or run the other way; the % refers to the signal ratio;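 further: cells stimulated with carbachol in lithium chloride buffer; plate controls were DMSO basal wells for no effect and reference inhibitor wells for full effect; higher means more IMPase inhibition seen as more IP1 and lower FRET ratio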
Target sequence (P97697 whole entry, looked up): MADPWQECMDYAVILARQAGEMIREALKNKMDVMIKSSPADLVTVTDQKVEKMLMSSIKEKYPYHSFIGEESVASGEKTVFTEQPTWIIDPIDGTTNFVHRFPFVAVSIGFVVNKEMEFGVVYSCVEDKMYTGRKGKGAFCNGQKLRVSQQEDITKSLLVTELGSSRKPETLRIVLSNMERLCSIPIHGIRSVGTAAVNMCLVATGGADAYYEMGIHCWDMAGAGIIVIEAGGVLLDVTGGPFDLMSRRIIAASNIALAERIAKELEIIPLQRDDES
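CHO-M1, 2000 cells/well, cultured 16–30 h; cpd up to 46 uM; carbachol (50 uM solution, stimulation buffer w/ 50 mM LiCl, pH 7.4), 30 min 37C; IP-One TR-FRET, 10 min RT; Ex 320/Em 665, 620; Hill-fit AC50.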
15-hLO-2 inh – 15-hLO-2 (ALOX15B) enzyme inhibition. O15296. purified 15hLO-2, xylenol orange hydroperoxide absorbance. Potency, µM (series often up to 57.1 µM), inactives show at the highest dose activity change, negative = inhibition, hits mostly inhibitors. 110,000 tested, 0.56% active; further: potency means the concentration at half of the fitted maximal effect; nearly all actives have a fitted effect of over 60% in size; many of its hits are not listed in these tables
Target sequence (O15296 whole entry, looked up): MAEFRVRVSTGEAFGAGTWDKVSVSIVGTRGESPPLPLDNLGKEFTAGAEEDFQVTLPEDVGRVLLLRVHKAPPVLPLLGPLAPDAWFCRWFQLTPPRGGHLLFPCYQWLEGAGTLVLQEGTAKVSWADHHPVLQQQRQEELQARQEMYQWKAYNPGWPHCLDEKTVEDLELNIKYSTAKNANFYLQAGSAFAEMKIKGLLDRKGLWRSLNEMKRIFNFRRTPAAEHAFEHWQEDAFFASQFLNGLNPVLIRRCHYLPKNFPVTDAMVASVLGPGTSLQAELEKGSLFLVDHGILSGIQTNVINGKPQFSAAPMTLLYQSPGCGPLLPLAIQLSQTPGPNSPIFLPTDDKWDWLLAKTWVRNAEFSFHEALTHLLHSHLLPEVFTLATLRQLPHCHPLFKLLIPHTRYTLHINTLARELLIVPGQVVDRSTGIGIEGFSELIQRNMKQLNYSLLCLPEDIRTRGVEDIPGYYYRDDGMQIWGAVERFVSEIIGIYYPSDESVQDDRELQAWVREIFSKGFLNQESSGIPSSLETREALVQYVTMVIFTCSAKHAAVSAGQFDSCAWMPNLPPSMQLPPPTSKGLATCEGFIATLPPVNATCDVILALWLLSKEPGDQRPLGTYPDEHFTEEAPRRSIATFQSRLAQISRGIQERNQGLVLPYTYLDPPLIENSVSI
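Read-out: hydroperoxide product oxidises ferrous iron, measured as xylenol orange complex via the 573-to-405 nm absorbance ratio after 30 min. Reaction: 50 nM enzyme, 15 min compound preincubation, 45 uM arachidonic acid, 90 min RT, Hepes pH 7.5 with Triton X-100.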
PNC inhibitor – blocks assembly of the perinucleolar compartment; AID 2417; activity change (PNC), negative = inhibition, % at 10 µM; 140,000 tested, 3.1% active; PC3M PTB-GFP, PNC prevalence imaging, 16 h; hits give low values;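 active means readout at or below -70, meaning at least 70% loss of cells showing the perinucleolar compartment, a nuclear body marking cancer cells; inconclusive means readout between -30 and a set limit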;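 further: plate controls were DMSO wells for no effect and camptothecin positive control wells for full effect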
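PC3M cells stably expressing PTB-GFP, 750–1000 cells/well, treated 16 h at 37 °C with compound (23 nl of library stock), in duplicate. After paraformaldehyde fixation and Hoechst stain, imaged at 20x; PNC prevalence scored by image analysis.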
Starred values were filed as active, the others as inactive; ? = inconclusive; nt = not tested or not shown; [ ] = dose if it differs, or a comment. Unless noted, the call rests on the fitted dose curve; in most records, active means well fitted curve in the direction sought with a large enough effect; inconclusive means small, poorly fitted or top-dose-only effect, or another doubt; inactive means no such curve, though single readings can be large; an effect the other way counts as inactive or inconclusive. Unless noted, on the % scale 0 is the no-effect control and ±100 the full control effect.

ALOX12 inhib,IMPase inh,15-hLO-2 inh,PNC inhibitor,structure
0%,1,nt,31,CCN(CC)S(=O)(=O)c1ccc(Cl)c(NC(=O)COC(=O)c2c(C)noc2C)c1
-4%,nt,nt,-22,CC(C)CC(=O)NC(=S)Nc1ccc(S(=O)(=O)Nc2nccs2)cc1
1%,-6,-3%,-127*,CN(CCO)C(=O)CCC(=O)Nc1ccc(S(N)(=O)=O)cc1
2%,1,2%,24,O=C(c1ccccc1F)N1CCN(c2ccccc2)CC1
6%,4,-2%,?,Cc1cc(C)n2c(SCC#N)nnc2n1
4%,-6,-4%,?,Cc1ccc(NC(=O)c2nccnc2C(=O)O)cc1C
-3%,4,-3%,1,CCOC(=O)c1[nH]c2ccccc2c1NC(=O)C(C)(C)C
-2%,-1,-20%,82,CC1(C)CC(=O)/C(=C(\O)c2ccccc2)C(=NCCO)C1
3%,-4,2%,-5,CCCn1c(CCc2ccccc2)nnc1SCC(=O)N1CCOCC1
-1%,6,0%,-3,Cc1ccc(S(=O)(=O)c2c(C)cc(C)nc2Cl)c(C)c1
2%,-10,nt,9,O=C(CSc1ccc(-c2cccs2)nn1)N1CCCCC1
-13%,-3,nt,?,S=C(NCc1cccs1)Nc1cccc(Cl)c1Cl
-3%,nt,nt,33,C/C=C/c1ccc(OCCCCOc2ccc(OC)cc2)c(OC)c1
-1%,nt,nt,10,O=C(CSc1ncnc2c1sc1ccccc12)Nc1ccc(Br)cc1
-1%,8,nt,-3,CCOC(=O)C1CCCN(C(=S)Nc2cccc(Cl)c2)C1 (configuration not stated)
-1%,0,-8%,35,CCN(c1ccccc1)S(=O)(=O)c1cc(C(=O)O)ccc1C
-1%,nt,nt,-12,CCOc1ccccc1NC(=O)/C(C#N)=C/c1c(C)nn(-c2ccc(F)cc2)c1Cl
-3%,-2,6%,8,CCC(C)[C@H](NC(=O)NCc1ccco1)C(=O)O (some centres not stated)
-10%,2,-13%,-5,O=C(CNC(=S)NC(=O)c1ccco1)c1ccccc1
3%,5,43%[activator],41,CCC(C)(C)n1nnnc1C(c1cccnc1)N1CCN(c2cccc(C(F)(F)F)c2)CC1 (configuration not stated)
0%,3,5%,2,COc1ccc(OC)c(C2C(C#N)=C(N)Oc3cc(C)[nH]c(=O)c32)c1 (configuration not stated)
1%,4,nt,5,COc1ccc(C2(C)NC(=O)N(CC(=O)Nc3ccc4c(c3)OCO4)C2=O)cc1OC (configuration not stated)
-10%,2,-1%,?,COc1ccc2c(-c3cccnc3)cc(=O)[nH]c2c1
-4%,-5,-4%,-14,O=C(NCc1ccc2c(c1)OCO2)C1CC(c2ccc(Cl)cc2)=NO1 (configuration not stated)
2%,nt,nt,?,COc1cc2c(cc1NC(=O)Cc1ccc(C)cc1)oc1ccccc12
-1%,-5,10%,-10,Cc1ccc2[nH]c3c(c2c1)CCC3=O
-3%,5,nt,27,CC(=O)CCn1c(=O)n(CCC(C)=O)c(=O)n(CCC(C)=O)c1=O
-6%,6,-1%,nt,O=C(O)[C@H]1CN[C@H](C(=O)O)C1
-3%,-2,-2%,80,CCNC(=O)CCn1nc(-c2ccc(Cl)cc2)c2ccccc2c1=O
-1%,-9,nt,-27,CC12COC3(C(=O)Nc4ccc([N+](=O)[O-])cc4)CC1CCC32C (configuration not stated)

Random excerpt: 3 entries already listed
ALOX12 inhib,IMPase inh,15-hLO-2 inh,PNC inhibitor,structure
-1%,6,0%,-3,Cc1ccc(S(=O)(=O)c2c(C)cc(C)nc2Cl)c(C)c1
-1%,nt,nt,10,O=C(CSc1ncnc2c1sc1ccccc12)Nc1ccc(Br)cc1
1%,-6,-3%,-127*,CN(CCO)C(=O)CCC(=O)Nc1ccc(S(N)(=O)=O)cc1

Next section:
ALOX12 inhib,IMPase inh,15-hLO-2 inh,PNC inhibitor,structure
-17%,5,-23%,-29,COC(=O)c1c(N)n(-c2ccc(NC(C)=O)cc2)c2nc3ccccc3nc12
1%,1,?,-26,Cc1cccc(NC(=O)NNC(=O)c2cc(-c3ccccc3Cl)nc3ccccc23)c1
-1%,9,4%,-27,Cc1nnc(SCCn2c(Br)nc3c2c(=O)[nH]c(=O)n3C)s1
9%,3,nt,86,CCn1c(COc2ccc3c(c2)OCO3)nnc1SCC(=O)O
-12%,18,-6%,29,CCOc1ccc2nc(NC(=O)CSc3nnnn3C3CCCCC3)sc2c1
0%,nt,-5%,nt,O=C(Oc1ccccc1)N1CCC2(CC1)CN(c1ncccn1)C2
-5%,nt,nt,-10,Nn1c(Cc2cccc3ccccc23)nnc1SCc1c(Cl)cccc1Cl
-12%,-5,-18%,9,CCOC(=O)N1CCN(Cc2ccccc2F)CC1
4%,-10,1%,-29,Cc1cc(C)c(S(=O)(=O)N2CCC(C(N)=O)CC2)cc1C
-7%,4,-2%,7,COc1cc(NC(=O)CN2c3cccc4cccc(c34)S2(=O)=O)cc(OC)c1OC
0.89µM*,nt,nt,6,O=C(/C=C1\NC2(CCCC2)Cc2ccccc21)C(=O)N/N=C/c1ccc(O)c(O)c1
1%,-1,9%,52,CC(C)(C)NC(=O)Cn1c(SCC(=O)NCc2cccs2)nc2ccccc21
-5%,-4,-2%,15,COc1cc(C(=O)OCCN2CCCCC2)ccc1O
-7%,6,-2%,44,N#Cc1cccc(C(c2nnnn2C2CCCC2)N2CCCCCC2)c1 (configuration not stated)
2%,nt,-10%,nt,CCNC(=S)NCC
0%,-5,2%,-25,O=C(C1CCN(S(=O)(=O)N2CCCC2)CC1)N1CCCCC1
2%,nt,nt,10,CC(C)=C1C2CCC1C1C(=O)N(CCc3ccccc3)C(=O)C21 (configuration not stated)
4%,3,nt,57,CCC(C)N(C(=O)Cn1nnc2ccccc21)C(C(=O)Nc1ccc(F)cc1)c1cccc(OC)c1 (configuration not stated)
-1%,6,-3%,34,COc1ccc(Cc2nc3ccc(S(N)(=O)=O)cc3[nH]2)cc1OC
-4%,-3,-6%,14,Cc1c(C)c2ccc(OCc3ccc(C(=O)O)o3)c(C)c2oc1=O
-5%,-3,2%,33,CCCn1c(SCC(=O)N2CCN(c3ccccc3)CC2)nc2ccccc2c1=O
-4%,nt,nt,?,CCN1C(=O)N/C(=C/c2cc(C)n(Cc3ccccc3)c2C)C1=O
-3%,nt,nt,71,Cc1ccc(NS(=O)(=O)c2cc(C(=O)Nc3cccc(N(C)S(C)(=O)=O)c3)ccc2C)c(C)c1
-9%,-2,-13%,?,N#CC1=C(N)Oc2n[nH]c(-c3cccs3)c2C1c1ccsc1 (configuration not stated)
-2%,nt,nt,-8,O=c1cc(Cc2ccccc2)[nH]c(=S)[nH]1
-7%,-6,?,27,Cn1c(=O)[nH]c(=O)c2c1nc(NCc1ccccc1)n2CCCc1ccccc1
-5%,nt,0%,nt,N#CCc1ccccc1[N+](=O)[O-]
3%,-3,5%,6,CCC(=O)NC1(C(F)(F)F)C(=O)Nc2c1c(=O)[nH]c(=O)n2Cc1ccco1 (configuration not stated)
-1%,10,nt,29,O=C(c1cc([N+](=O)[O-])ccc1Cl)N1CCN(c2ccccc2)CC1
-8%,?,nt,-24,O=C(Cn1c(=O)n(Cc2ccc3c(c2)OCO3)c(=O)c2ccccc21)N1CCCc2ccccc21
0%,10,1%,20,CCCC(=O)Nc1ccc(C(=O)N/N=C2\CC(=O)CC(C)(C)C2)cc1
1%,4,2%,-21,COc1cc(/C=N/NC(=O)CCc2c(C)n[nH]c2C)ccc1O
-4%,6,-2%,11,Cn1cnc2c1c(=O)n(CC(O)CO)c(=O)n2C (configuration not stated)
-21%,-1,-26%,?,CN1/C(=C\C(=O)c2cccs2)Sc2ccccc21
-1%,0,4%,-11,CC(/C=C/c1ccccc1)NC(N)=O (configuration not stated)
0%,-5,-3%,?,CCC(=O)NCCn1ccc2ccccc21
1%,13,-11%,20,COC(=O)c1oc2c(c1C)C1(CCC2)SCCS1
3%,1,3%,-5,N#CCCn1cc(/C=N/O)c(-c2ccc(Cl)cc2)n1
0%,nt,nt,3,Cc1c(C(=O)Nc2ccc(F)cc2)oc2ccc(S(=O)(=O)N3CCCC3)cc12
-1%,-3,9%,?,CCn1c(=N)n(CC(=O)C(C)(C)C)c2ccccc21
-18%,nt,nt,52,CC(Cc1cccs1)NC(=O)c1cccc(Cl)c1 (configuration not stated)
0%,3[1.84 µM],4%[11.4 µM],-22,O=C(Oc1ccc(OC(=O)N2CCCCC2)cc1)c1ccccc1
-3%,-9,nt,?,O=C(COC(=O)C1(c2cccc(F)c2)CCCC1)NCc1ccc2c(c1)OCO2
-7%,-3,-25%,-9,O=C(c1nc2ccccc2s1)N1CCN(c2ccccn2)CC1
-2%,nt,nt,6,C[n+]1ccc(C(=O)N/N=C/c2ccco2)cc1
-1%,4,nt,48,COCCNC(=O)C(c1ccc(C)o1)N(Cc1ccc(F)cc1)C(=O)Cn1nnc2ccccc21 (configuration not stated)
-8%,1,2%,54,Cc1ccc(-c2cc(-c3nnc(SCC(=O)N(C)CCC#N)n3N)c3ccccc3n2)cc1
-7%,7,20%,-27,CCN(CC)c1ccc(/C=C(/C#N)c2nc3ccccc3[nH]2)c(OC(C)C)c1
-6%,1,nt,3,COc1ccc(OCCCC(=O)Nc2cccc(SC)c2)cc1
-2%,6,-6%,-16,CCCC(=O)Nc1ccccc1N1CCN(C(=O)C(C)C)CC1
16%,nt,nt,-19,CCN(CC)c1ccc(NC(=O)COc2ccccc2C#N)cc1S(=O)(=O)Nc1ccccc1OC
-3%,0,3%,30,CC(=O)Nc1ccc(NC(=O)CNS(=O)(=O)c2ccc(C)cc2)cc1
-1%,nt,nt,?,O=C(NC(=S)Nc1ncccn1)c1ccccc1Cl
-16%,1,-8%,-4,COc1ccc([C@H]2[C@H](C(=O)C(C)(C)C)N3N=Cc4ccccc4C3[C@]23N=C(c2ccccc2)OC3=O)cc1OC (some centres not stated)
-1%,7,nt,-17,O=[N+]([O-])c1ccc(Nc2nc(N/N=C/c3cccc(F)c3)nc(N3CCCC3)n2)cc1
-1%,-1,6%,18,COc1ccc(Br)cc1C1N2CC3(C)CN1CC(C)(C2)C3=O (configuration not stated)
-7%,-3,3%,32,Cc1nnc(-c2cnn(C)c2N)n1Cc1ccccc1
-4%,nt,nt,9,CC1=NN(C(=O)c2cc(C)nn2C)C(O)(C(F)(F)F)C1 (configuration not stated)
3%,-6,-7%,14,Cc1cc(C(=O)NCc2cccnc2)cs1
-6%,-8,2%,19,CCSc1nc2c(c(=O)[nH]1)C(c1ccncc1)C(C(=O)OC(C)C)=C(C)N2 (configuration not stated)

Sorted by count of non-hydrogen atoms (smallest number first): some entries from above
ALOX12 inhib,IMPase inh,15-hLO-2 inh,PNC inhibitor,structure
-1%,-3,9%,?,CCn1c(=N)n(CC(=O)C(C)(C)C)c2ccccc21
-2%,6,-6%,-16,CCCC(=O)Nc1ccccc1N1CCN(C(=O)C(C)C)CC1
0%,3[1.84 µM],4%[11.4 µM],-22,O=C(Oc1ccc(OC(=O)N2CCCCC2)cc1)c1ccccc1

Further results follow.
ALOX12 inhib,IMPase inh,15-hLO-2 inh,PNC inhibitor,structure
1%,1,4%,-7,COc1ccccc1N(CC(=O)Nc1cccnc1)S(C)(=O)=O
-4%,?,-2%,9,CCOC(=O)/C(C(C)=O)=C1\OC(=O)c2ccccc21
-9%,3,-12%,9,COc1cc(OC)c(-c2nn3c(-c4ccco4)nnc3s2)cc1OC
-8%,6,0%,29,CCCn1c(SCC(=O)Nc2cccc(NC(C)=O)c2)nnc1C(C)C
9%,6,3%,?,CCc1nnc(NC(=O)C2Cc3ccccc3C(=O)O2)s1 (configuration not stated)
-2%,2,5%,28,N#CC1=C(N)OC2=C(C(=O)CCC2)C1c1ccncc1 (configuration not stated)

Source: PubChem (National Center for Advancing Translational Sciences (NCATS))

A portion of the library (hit frequency here may not be typical).
